mIAP inh: inhibitors of mouse IAP, primary screen, biochemical, luminescence, uHTS; intestinal alkaline phosphatase [Mus musculus]; inhibition, % at 10 µM; AID 2806, 2010; purified mouse IAP, CDP-Star luminescence, 30 min; 0.2% of 330,000 active;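 active = inhibition of at least 40% at 10 µM in the primary screen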;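 note: plate controls were DMSO with enzyme for no effect and no enzyme wells for full effect; values of inactives mirror those of a sister screen read the other way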
A3A deaminase: APOBEC3A ssDNA deaminase inhibitors, primary screen, selectivity assay for APOBEC3G inhibitor project, biochemical, FAM/TAMRA oligo cleavage fluorescence; DNA dC->dU-editing enzyme APOBEC-3A (Homo sapiens), P31941; recombinant A3A, FAM/TAMRA ssDNA deamination fluorescence; inhibition, % at 20 µM; 0.41% of 330,000 active;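 active = at least 40% inhibition at 20 µM here, with at most 30% in a related deaminase screen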;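 note: plate controls were A3A with DMSO for no effect and wells lacking A3A enzyme for full effect; some results filed as inactive read as strong as hits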
Target sequence (P31941 whole entry, looked up): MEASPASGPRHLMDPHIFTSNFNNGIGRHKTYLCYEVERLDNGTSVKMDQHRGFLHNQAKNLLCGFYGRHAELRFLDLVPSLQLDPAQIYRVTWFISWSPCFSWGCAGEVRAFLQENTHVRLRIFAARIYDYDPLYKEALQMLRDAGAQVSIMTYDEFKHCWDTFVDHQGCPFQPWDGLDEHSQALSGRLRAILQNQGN
hIAP act: human IAP activators, primary screen, biochemical, luminescence, uHTS; activation factor at 10 µM; purified human IAP, CDP-Star luminescence, 30 min; active compounds read high; 1 = vehicle-only enzyme, 0 = enzyme-free background; Intestinal-type alkaline phosphatase (Homo sapiens), P09923; AID 2524, 2010; 0.16% of 330,000 active;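 active = activation factor of the enzyme at least 2-fold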; note: the source names both 10 and 20 µM as test concentration; values of inactives mirror those of a sister screen read the other way
Target sequence (P09923 whole entry, looked up): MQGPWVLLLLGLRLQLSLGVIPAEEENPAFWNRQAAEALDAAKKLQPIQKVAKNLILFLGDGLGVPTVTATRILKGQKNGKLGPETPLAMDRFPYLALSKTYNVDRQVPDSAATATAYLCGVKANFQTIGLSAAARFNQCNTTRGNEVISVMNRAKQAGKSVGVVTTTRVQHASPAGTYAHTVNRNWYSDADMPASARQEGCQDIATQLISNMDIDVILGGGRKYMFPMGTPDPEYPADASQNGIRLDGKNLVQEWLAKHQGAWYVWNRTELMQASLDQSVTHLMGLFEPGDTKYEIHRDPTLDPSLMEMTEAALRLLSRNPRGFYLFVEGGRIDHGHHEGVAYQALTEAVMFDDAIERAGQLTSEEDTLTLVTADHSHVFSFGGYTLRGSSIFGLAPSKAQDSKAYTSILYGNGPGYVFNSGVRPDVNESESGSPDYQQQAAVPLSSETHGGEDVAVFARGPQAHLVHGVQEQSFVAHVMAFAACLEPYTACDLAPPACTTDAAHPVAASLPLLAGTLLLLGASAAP
A3G deaminase: APOBEC3G DNA deaminase inhibitors, primary screen, biochemical, fluorescence, single-stranded DNA substrate, uHTS; DNA dC->dU-editing enzyme APOBEC-3G (Homo sapiens), Q9HC16; recombinant A3G, ssDNA deamination FAM/TAMRA fluorescence; inhibition, % at 20 µM; 0.28% of 330,000 active; AID 493012, 2011;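 active = inhibition of at least 40% at 20 µM, with no more than 30% in the related APOBEC3A deaminase screen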;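 note: plate controls were DMSO wells with A3G for no effect and wells lacking A3G enzyme for full effect; some compounds called inactive have numbers as strong as hits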
Target sequence (Q9HC16 whole entry, looked up): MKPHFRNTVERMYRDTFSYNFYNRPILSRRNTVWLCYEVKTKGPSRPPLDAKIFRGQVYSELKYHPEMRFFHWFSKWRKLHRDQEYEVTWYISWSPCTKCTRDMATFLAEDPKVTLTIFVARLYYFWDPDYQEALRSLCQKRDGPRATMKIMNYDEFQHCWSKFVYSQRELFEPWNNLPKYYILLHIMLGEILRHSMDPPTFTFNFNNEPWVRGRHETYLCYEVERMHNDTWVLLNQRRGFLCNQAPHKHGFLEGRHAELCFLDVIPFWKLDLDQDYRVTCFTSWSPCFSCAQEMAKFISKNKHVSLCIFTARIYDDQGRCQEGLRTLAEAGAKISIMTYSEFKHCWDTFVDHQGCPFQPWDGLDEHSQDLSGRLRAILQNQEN
MPTP block: mitochondrial permeability transition pore inhibitors, primary screen, biochemical, isolated mouse mitochondria, absorbance | Ca2+ swelling absorbance, 30 min | inhibition, % at 10 µM | 1.4% of 360,000 active | AID 602449, 2012;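 active = inhibition of 50% or more, scaled per plate between neutral and stimulator controls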;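 note: 0% = DMSO wells given calcium and 100% = 1 mM EGTA wells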
NR3A LBD binder: binders of NR3A ligand-binding domain, primary screen, biophysical, differential scanning fluorimetry, uHTS | NR3A LBD differential scanning fluorimetry, Tm shift; 0% = protein alone, 100% = glycine-bound protein | Glutamate receptor ionotropic, NMDA 3A (GRIN3A) ligand-binding domain | 2.5% of 340,000 active | Tm shift relative to glycine control, % at 25 µM;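 active = melting temperature shift of at least 10% of the positive control shift, at one fixed dose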
mIAP act: activators of mouse IAP, primary screen, biochemical, luminescence, uHTS; intestinal alkaline phosphatase [Mus musculus]; muIAP, CDP-Star luminescence, 30 min; active compounds read high; 1 = vehicle-only enzyme signal, 0 = enzyme-free wells; activation factor at 10 µM; 0.24% of 330,000 active; AID 2805, 2010;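 active = activation factor of at least 2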; note: the source names both 10 and 20 µM as test concentration; values of inactives mirror those of a sister screen read the other way
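also added = chemiluminescent substrate CDP-Star | test system = mouse IAP enzyme | signal = chemiluminescence readout | compound = DMSO-dissolved test compounds | incubation = 30 min at room temperature | benchmarks = DMSO wells, no-enzyme wells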
beta cell repl: inducers of MIN6 beta-cell proliferation, primary screen, ATP luminescence, uHTS | proliferation, % at 10 µM | 0.29% of 330,000 active | MIN6 cells proliferation, ATPlite luminescence, 48 h; cells starved in 0.2% serum; 100% = growth in 10% serum;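 active = compounds whose signal lies at least 3.5 SD above the mean of all wells on their plate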;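 note: 0% = DMSO-treated cells in low-serum medium and 100% = 10% serum control; some compounds called inactive have numbers as strong as hits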
hIAP block: human IAP inhibitors, primary screen, biochemical, luminescence, uHTS | Intestinal-type alkaline phosphatase (Homo sapiens), P09923 | purified IAP, CDP-Star luminescence, 30 min | inhibition, % at 10 µM | 0.12% of 330,000 active;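 active = inhibition reaching a set limit with compound at 10 µM in the primary screen, cut at about 35% in these data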;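 note: plate controls were DMSO wells with enzyme for no effect and no-enzyme buffer wells for full effect; values of inactives mirror those of a sister screen read the other way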
An asterisk follows results filed as active; . = no result given.

#1 CC1=NN(c2ccccc2)C(=O)/C1=C/c1c(O)n(-c2ccc(F)c(Cl)c2)[nH]c1=O
#2 O=C(COC(=O)c1ccc(Br)o1)NCCNC(=O)COC(=O)c1ccc(Br)o1
#3 O=C(NCCc1ccccc1F)C1CCCN1S(=O)(=O)c1ccc2ccccc2c1 (stereo unspecified)
#4 CCc1ccccc1NC(=O)c1cc(S(=O)(=O)N(C)C)ccc1N1CCCC1
#5 COC(=O)C1=C(C)Nc2nnnn2C1c1cccnc1 (stereo unspecified)
#6 O=C(O)/C=C/C(=O)NC1CCCCC1
#7 CCS(=O)(=O)N1CCN(c2ccc(C(=O)NC3C4CC5CC(C4)CC3C5)cc2[N+](=O)[O-])CC1 (stereo unspecified)
#8 COc1cc(C(=O)Nc2ccc(NC(=O)c3ccccc3)nc2)cc(OC)c1OC
#9 COC(=O)c1ccsc1NC(=O)c1ccccc1
#10 Cc1cc(N2CCOCC2)n2ncc(-c3ccc(Cl)cc3)c2n1

Screen / compound no.,1,2,3,4,5,6,7,8,9,10
mIAP inh,10,-3,1,10,-2,2,27,-10,6,-3
A3A deaminase,3,1,2,20,-6,2,-4,1,0,-3
hIAP act,0.8,1.2,0.94,1,1.1,0.91,0.91,1.3,1,0.82
A3G deaminase,-3,-9,0,-5,-8,4,-6,-1,0,-5
MPTP block,.,-0.2,-0.3,0.3,-1.6,17,2.1,0.7,0.4,-0.1
NR3A LBD binder,7,-1,5,2,-3,-9,-5,5,-1,6
mIAP act,0.9,1,0.99,0.9,1,0.98,0.73,1.1,0.94,1
beta cell repl,-5,-1,-3,-3,-1,-1,-4,0,2,-2
hIAP block,20,-16,6,-1,-10,9,9,-28,0,18

#11 O=C(NCCCNCc1ccccc1)/C(=N\O)c1ccccc1
#12 Cc1cc(C)cc(SCc2noc(C(=O)NCCCN3CCOCC3)c2C(=O)NCCCN2CCOCC2)c1
#13 O=C(CCCn1c(=O)[nH]c2cc(Cl)ccc2c1=O)NCCCN1CCN(c2ccc(F)cc2)CC1
#14 Cc1cccc(N(C(=O)c2ccco2)C(C(=O)NC2CCCC2)c2ccco2)c1C (stereo unspecified)
#15 O=[N+]([O-])c1ccc2nc(-[n+]3c(-c4ccccc4)cc(-c4ccccc4)cc3-c3ccccc3)[nH]c2c1
#16 Cc1onc(-c2c(Cl)cccc2Cl)c1C(=O)ONC(=O)c1cc(C(F)(F)F)cc(C(F)(F)F)c1
#17 CN(C)CCSc1nnc(-c2ccccc2)o1
#18 Brc1ccc(/C=N/Nc2ncnc3c2cnn3Cc2ccccc2)cc1
#19 CSc1nc(O)c(/C=C2\C=Nc3ccccc32)[nH]1
#20 COc1ccc(OC)c(-n2c(SCC(N)=O)nnc2-c2c[nH]c3ccccc23)c1

Screen / compound no.,11,12,13,14,15,16,17,18,19,20
mIAP inh,-7,-10,-7,-6,11,-12,-11,11,4,-8
A3A deaminase,-2,-1,-6,-3,2,-3,3,1,-2,-4
hIAP act,1,0.99,1.2,1,0.96,1.2,0.89,1,0.91,0.84
A3G deaminase,0,-9,-6,-8,-2,-6,2,-5,-5,-10
MPTP block,0.1,-0.2,7.1,-0.8,5.2,2.5,0.2,4.6,0.1,0.3
NR3A LBD binder,2,-2,-4,0,-5,0,-2,-3,3,-1
mIAP act,1.1,1.1,1.1,1.1,0.89,1.1,1.1,0.89,0.96,1.1
beta cell repl,0,-6,-2,2,0,-3,3,-1,0,3
hIAP block,0,1,-20,-2,4,-17,11,-3,9,16

#21 C[C@H](NC(=O)c1ccco1)C(=O)Nc1ccc(C#N)cc1
#22 Cc1ccc(NC(=O)NCc2ccccn2)cc1
#23 O=C(O)CC(CC(=O)Nc1ccccc1C(=O)O)c1ccccc1 (stereo unspecified)
#24 COCc1cc(CN2CCN(CCc3ccccc3)C(CCO)C2)ccc1OC (stereo unspecified)
#25 CCCCCCCCc1nc(=S)[nH][nH]1
#26 CCOCCCNC(=O)C(c1ccc(OC)cc1)N(Cc1cccs1)C(=O)c1ccccn1 (stereo unspecified)
#27 O=S(=O)(c1ccc2c(c1)OCCO2)N1CCN(Cc2ccc3c(c2)OCO3)CC1
#28 COC(=O)CNc1nc(-c2ccccc2F)nc2ccccc12
#29 O=C(O)C1CCCCC1C(=O)NCCCN1CCOCC1 (stereo unspecified)
#30 CCNc1ccc(Br)cc(C(=O)/C=C/c2c(Cl)cccc2Cl)c1=O

Screen / compound no.,21,22,23,24,25,26,27,28,29,30
mIAP inh,-5,2,-8,6,-3,-18,-2,-12,0,15
A3A deaminase,-3,-3,-1,0,-4,-7,-1,0,1,24
hIAP act,0.92,1,1.1,1.1,0.86,1.2,1.1,1.2,1,0.94
A3G deaminase,-9,-6,-5,-4,1,-8,-3,-7,-3,16
MPTP block,-0.3,-1.4,-0.1,0.5,0.3,0.0,2.5,0.6,1.1,21
NR3A LBD binder,1,-1,1,3,-2,2,0,2,1,-4
mIAP act,1,0.98,1.1,0.94,1,1.2,1,1.1,1,0.85
beta cell repl,0,-1,-1,1,-3,-3,-1,-3,-1,-6
hIAP block,8,-1,-5,-8,14,-16,-13,-21,-2,6

Reformatted tab-delimited: entries from further up.
No.	compound	mIAP inh	A3A deaminase	hIAP act	A3G deaminase	MPTP block	NR3A LBD binder	mIAP act	beta cell repl	hIAP block
27	O=S(=O)(c1ccc2c(c1)OCCO2)N1CCN(Cc2ccc3c(c2)OCO3)CC1	-2	-1	1.1	-3	2.5	0	1	-1	-13
28	COC(=O)CNc1nc(-c2ccccc2F)nc2ccccc12	-12	0	1.2	-7	0.6	2	1.1	-3	-21

Following part:
#31 CN(C)c1ccc(-c2c(-c3ccc4c(c3)OCO4)noc2-c2ccsc2)cn1
#32 Cc1ccccc1OCC(=O)N/N=C/c1sc(=O)n(Cc2cccc(C(=O)O)c2)c1Cl
#33 O=C(CSc1nnc(-c2ccncc2)n1Cc1ccco1)Nc1nccs1
#34 Cc1cc(NC(=O)CSCC(=O)Nc2cccc(S(=O)(=O)N3CCCCCC3)c2)no1
#35 CSc1ccccc1NC(=O)c1cnccn1
#36 Cc1ccc(C(=O)NCCSc2c(C)[nH]c3ccccc23)cc1[N+](=O)[O-]
#37 COC(=O)c1sc2nc(SCC(=O)N(C)c3ccccc3)n(N)c(=O)c2c1C
#38 CCn1ncc(Br)c1C(=O)Nc1cc(C(=O)OC)ccc1C(=O)OC
#39 CCOc1ccc(NC(=O)/C(C#N)=C/c2cn(CC(=O)O)c3ccccc23)cc1
#40 CN(C)S(=O)(=O)c1cccc(C(=O)Nc2ccc(S(=O)(=O)N3CCCC3)cc2)c1

Screen / compound no.,31,32,33,34,35,36,37,38,39,40
mIAP inh,3,12,-4,4,10,24,1,0,13,2
A3A deaminase,-5,10,-5,-3,-2,-1,-6,3,0,-2
hIAP act,1.1,1.1,1.2,0.96,1.2,0.98,1.1,0.94,0.98,1.1
A3G deaminase,-12,0,-9,-5,-5,2,-5,2,-3,-9
MPTP block,-0.2,0.3,22,-0.9,-0.4,0.1,3.0,-1.9,0.5,-1.4
NR3A LBD binder,0,-1,-2,-3,-2,-14,-1,1,-4,-1
mIAP act,0.97,0.89,1,0.96,0.9,0.76,0.99,1,0.87,0.98
beta cell repl,-8,-4,-1,-5,-1,-6,-3,-3,-4,-4
hIAP block,-14,-9,-17,4,-15,2,-7,6,2,-6

5 compounds from above, showing only A3G deaminase and beta cell repl:
item	SMILES	A3G deaminase	beta cell repl
36	Cc1ccc(C(=O)NCCSc2c(C)[nH]c3ccccc23)cc1[N+](=O)[O-]	2	-6
37	COC(=O)c1sc2nc(SCC(=O)N(C)c3ccccc3)n(N)c(=O)c2c1C	-5	-3
38	CCn1ncc(Br)c1C(=O)Nc1cc(C(=O)OC)ccc1C(=O)OC	2	-3
39	CCOc1ccc(NC(=O)/C(C#N)=C/c2cn(CC(=O)O)c3ccccc23)cc1	-3	-4
40	CN(C)S(=O)(=O)c1cccc(C(=O)Nc2ccc(S(=O)(=O)N3CCCC3)cc2)c1	-9	-4

Next part
#41 Cc1ccc(S(=O)(=O)O/N=C2/CCCc3occc32)cc1
#42 COc1ccccc1N(C(=O)CNC(=O)c1ccco1)C(C(=O)NC1CCCC1)c1ccco1 (stereo unspecified)
#43 O=S(=O)(CCSc1ccc(C(F)(F)F)cn1)c1ccccc1
#44 COc1cccc(NC(=S)NC(=O)Cc2ccccc2)c1
#45 COc1ccc(-c2nc(C#N)c(N3CCN(C(=O)c4ccco4)CC3)o2)cc1OC
#46 O=C(O)/C=C/c1cnc[nH]1
#47 O=C(CSc1ccc(Cl)cc1)NC(=O)NCc1ccco1
#48 O=C(CSc1ccccn1)Nc1ccc2c(c1)OCCO2
#49 Cc1cc(=O)oc2cc(OCC(=O)NC3CCCCC3)ccc12
#50 Cc1ccc(C(=O)c2sc3nsc(C)c3c2N)cc1

Screen / compound no.,41,42,43,44,45,46,47,48,49,50
mIAP inh,-4,-5,9,9,-1,-1,-2,-2,8,10
A3A deaminase,1,-4,-2,0,0,3,14,0,-4,-4
hIAP act,0.9,1.1,0.85,0.91,1.2,1.1,0.94,1,1.1,0.91
A3G deaminase,-2,-7,-4,1,-3,-5,-2,4,5,-7
MPTP block,0.0,0.9,-1.0,-0.4,-0.2,-0.5,-1.3,4.0,-2.5,1.6
NR3A LBD binder,0,1,-1,4,1,1,2,4,0,-11
mIAP act,1,1,0.91,0.91,1,1,1,1,0.92,0.9
beta cell repl,0,0,-2,-1,-2,-1,-2,-2,-1,5
hIAP block,10,-7,15,9,-22,-11,6,-4,-5,9

Individual results from the results shown.
Value of entry 27 under mIAP act: 1
Value of entry 50 under mIAP inh: 10

Other results.
#51 Cc1cccnc1Nc1nc(-c2ccc(O)cc2O)cs1
#52 Cc1ccsc1/C=N/NC(=O)c1nnn(-c2nonc2N)c1-c1ccc2c(c1)OCO2
#53 CN1CCN(c2ccc(S(=O)(=O)N3CCCCC3)cc2NC(=O)Cc2ccc(Cl)cc2)CC1
#54 Cc1cc(C)n(-c2ccc(NC(=O)C3CCCCN3Cc3cccc4c3OCO4)cc2)n1 (stereo unspecified)
#55 O=C(Oc1ccc2cccc(OC(=O)N3CCOCC3)c2c1)N1CCOCC1
#56 COc1ccc(-c2c(C)nn3c(C)cc(C)nc23)cc1
#57 CC(=O)N1N=C(c2ccccc2)CC1c1cccc([N+](=O)[O-])c1 (stereo unspecified)

Screen / compound no.,51,52,53,54,55,56,57
mIAP inh,1,5,-1,-7,-16,-4,11
A3A deaminase,-4,-2,-2,-4,-3,2,-4
hIAP act,1.2,1.1,1.1,1.2,1,1,1.2
A3G deaminase,-6,-6,-6,-8,-8,0,-3
MPTP block,-0.7,-2.0,-1.8,0.2,-1.0,-1.6,0.9
NR3A LBD binder,25*,-7,0,-2,-2,0,-1
mIAP act,0.99,0.95,1,1.1,1.2,1,0.89
beta cell repl,-2,-2,-3,2,0,-2,-3
hIAP block,-22,-14,-6,-19,-2,-1,-18
